PMI activator: phosphomannose isomerase (human) activation; purified human PMI, coupled resazurin fluorescence, 20 min; active compounds read high; 1 = vehicle control, 0 substrate-free wells; activation factor at 20 µM; 0.005% of 190,000 active; AID 1214;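 active = activation factor of 2 or more at 20 µM, relative to plate controls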
Target sequence (P34949 whole entry, looked up): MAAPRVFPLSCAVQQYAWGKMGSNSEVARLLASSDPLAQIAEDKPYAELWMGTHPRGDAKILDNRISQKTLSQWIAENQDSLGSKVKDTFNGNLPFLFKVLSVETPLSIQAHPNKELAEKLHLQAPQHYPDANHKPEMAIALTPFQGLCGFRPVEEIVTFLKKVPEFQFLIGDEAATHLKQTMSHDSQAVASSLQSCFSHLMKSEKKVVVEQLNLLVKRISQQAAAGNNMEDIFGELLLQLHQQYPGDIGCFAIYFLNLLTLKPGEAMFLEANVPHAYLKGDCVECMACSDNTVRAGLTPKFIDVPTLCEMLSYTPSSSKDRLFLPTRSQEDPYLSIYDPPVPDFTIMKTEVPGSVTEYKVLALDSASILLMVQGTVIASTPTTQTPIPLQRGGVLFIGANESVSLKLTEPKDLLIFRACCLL
Diaphorase inh: diaphorase inhibition or chemical oxidation counter-screen; AID 1217; 0.69% of 190,000 active; inhibition, % at 20 µM; diaphorase resazurin-to-resorufin fluorescence, NADH, 16 min; bacterial (C. kluyveri) enzyme, not human;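 active = primary screen inhibition at 20 µM above a set limit, cut at about 50% in these data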;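 note: plate controls were DMSO with full reaction for no effect and wells lacking NADH for full effect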
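material = Clostridium kluyveri diaphorase enzyme | amount = 0.14 U/mL diaphorase, enzyme working solution | schedule = incubation 16 min, room temperature | detection = fluorescence of resorufin formed from resazurin, Ex 544/Em 590 nm | benchmarks = positive control minus NADH, DMSO neutral control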
PMI act satM6P: activators of human phosphomannose isomerase at near-saturating mannose 6-phosphate | 0.34% of 190,000 active | activation factor at 20 µM | P34949 | coupled PMI enzyme assay, resazurin fluorescence, 20 min; active compounds read high; 1 = untreated enzyme, 0 = substrate-free blank;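 active = activation factor of 2 or more at 20 µM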
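Material: human phosphomannose isomerase with PGI, G6PDH, diaphorase coupling enzymes; amount: PMI at 15 ng/mL final; also added: Mannose-6-phosphate 1.0 mM (near-saturating) plus 0.22 mM NADP+; incubation: enzyme reaction with compound 20 min at room temperature; signal: resorufin fluorescence (Ex 544/Em 590 nm) from resazurin via diaphorase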
PPARg SRC3 recr: agonists of human PPARgamma SRC-3 coactivator recruitment; biochemical PPARgamma/SRC-3 coactivator recruitment assay; AID 731; activation, % at 8 µM; 0.26% of 200,000 active; in the data active = activation above about 23%;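 note: 0% = DMSO and 100% = reference agonist; some compounds past the cut are filed as inactive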
Target sequence (P37231 whole entry, looked up): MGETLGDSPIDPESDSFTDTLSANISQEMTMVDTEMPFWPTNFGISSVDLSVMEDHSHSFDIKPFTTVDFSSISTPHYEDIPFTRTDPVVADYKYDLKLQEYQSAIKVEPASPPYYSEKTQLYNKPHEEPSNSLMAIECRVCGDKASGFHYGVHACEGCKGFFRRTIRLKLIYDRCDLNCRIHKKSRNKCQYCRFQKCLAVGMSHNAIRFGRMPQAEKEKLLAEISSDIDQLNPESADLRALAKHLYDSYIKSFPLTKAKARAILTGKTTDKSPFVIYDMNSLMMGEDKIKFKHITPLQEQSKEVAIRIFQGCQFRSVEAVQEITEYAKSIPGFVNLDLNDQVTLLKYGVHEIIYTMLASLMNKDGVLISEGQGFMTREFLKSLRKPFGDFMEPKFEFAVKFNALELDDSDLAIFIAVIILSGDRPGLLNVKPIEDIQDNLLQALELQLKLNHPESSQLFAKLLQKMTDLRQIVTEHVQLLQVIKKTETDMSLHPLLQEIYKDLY
G6PDH CS: L. mesenteroides G6PDH inhibition counter-screen; Purified L. mesenteroides G6PDH, diaphorase/resazurin coupled fluorescence, 45 min; inhibition, % at 5 µM; 0.12% of 200,000 active; AID 1020; in the data active = inhibition above about 50%
PPARg SRC-2 ag: PPARgamma-driven SRC-2 recruitment agonism. AID 1032. P37231. 0.34% of 200,000 active. PPARgamma LBD-SRC-2 recruitment, biochemical. activation, % at 8 µM; in the data active = activation above about 22%;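 note: 0% = vehicle and 100% = reference agonist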
S1P3 antag: S1P3 (human) receptor antagonism; Q99500; CHO S1P3 NFAT-BLA reporter, FRET fluorescence, antagonist mode; inhibition, % at 4.98 µM; 0.27% of 170,000 active;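 active = inhibition above the plate cutoff, the mean inhibition of test wells on that plate plus 3 SD, cut at about 28% in these data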;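 note: cells challenged with S1P at its EC80 of 0.8 µM; blue over green emission ratio from cleaved BLA substrate after 4 h stimulation; 0% = S1P-stimulated wells and 100% = unstimulated DMSO-only wells; some compounds past the cut are filed as inactive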
ROMK mod: modulators of human ROMK potassium channel; P48048; Tet-inducible ROMK, thallium flux fluorescence; actives lie on both sides; B-score at 10 µM; 2% of 130,000 active; AID 1918;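 active = signal ratio slope over the read window, or its plate-corrected B-score, at least 3 SD from the plate mean, either direction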;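 note: B-score of the F/F0 ratio slope over 7 to 12 s after thallium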
Diaph act CS: counter-screen for diaphorase-based assays: diaphorase activators and chemical reducers; 0.005% of 190,000 active; Diaphorase/resazurin coupled assay, resorufin fluorescence, 16 min; active compounds read high; 1 = vehicle wells, 0 = NADH-free wells; AID 1229; activation factor at 20 µM;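 active = diaphorase activity raised at least twofold by the compound at 20 µM; inactive = activation factor below 2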
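Assay system: bacterial diaphorase enzyme (C. kluyveri) / Input: enzyme 0.07 U/mL final / Medium: 50 mM HEPES pH 7.4 with 4.542 mM MgCl2, 0.005% Tween 20 / Doses: single compound dose of 20 µM, 1% DMSO final / Incubation: 16 min enzyme reaction, ambient temperature / Signal: fluorescence, excitation 544 nm and emission 590 nm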
PPARg SRC1 recr: agonists of human PPARgamma SRC-1 coactivator recruitment; 0.41% of 200,000 active; PPARgamma-SRC-1 coactivator recruitment biochemical assay; activation, % at 8 µM; AID 631; P37231; in the data active = activation above about 19%;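 note: 0% = DMSO and 100% = reference agonist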
TR-FRET SRC-2 ct: TR-FRET artefact, counter-screen to PPARgamma/SRC-2 agonist assay; active compounds read high; TR-FRET ratio at 8 µM; 0.4% of 200,000 active; AID 1049; in the data active = TR-FRET ratio above about 2000; note: inactives centre near 1500
* marks the source's active call; other numbers are inactive results; · = no result given; & = joins results of further samples.

No.	SMILES	Diaph act CS	PMI act satM6P	TR-FRET SRC-2 ct	S1P3 antag	PPARg SRC-2 ag	PPARg SRC1 recr	PMI activator	PPARg SRC3 recr	G6PDH CS	ROMK mod	Diaphorase inh
1	CCOC(=O)C(NC(=O)CC)(Nc1sc(C)c(CC)c1C#N)C(F)(F)F (centres undefined)	0.9	1	1552	3	5	8	1	2	-1	-0.14	6
2	CCOC(=O)c1c(C)c(C(=O)NCc2ccccn2)c(C)n1C	1.1	1.1	1673	-6	6	8	1.1	6	-1	·	-6
3	Cc1ccc(CNC(=O)C2CCCN(S(=O)(=O)c3cccnc3)C2)cc1 (centres undefined)	0.9	1	1537	-5	6	-2	1	-8	8	·	7
4	COc1ccccc1N1CCN(S(=O)(=O)c2ccc3c(c2)n(C)c(=O)n3C)CC1	0.8	1	1511	-4	1	2	1	3	13	0.5	17
5	COCc1cc(=O)n2[nH]c(SCc3ccccc3)nc2n1	1.1	1.1	1562	·	7	3	1	3	6	·	-5
6	COCCNC(=O)C(c1ccc(C)o1)N(Cc1ccccc1)C(=O)Cn1nnc2ccccc21 (centres undefined)	1	1.1	1634	19	5	-1	1.1	13	2	·	2
7	Cc1cc(=O)c2cc(Cl)ccc2[nH]1	1	1	1770	-1	-3	6	1.1	6	1	0.1	0
8	COc1ccc(CNc2nc(SCC(=O)NCc3ccco3)nc3ccccc23)cc1	1	1	1355	·	3	2	1	2	4	·	2
9	Cc1cc(C(=O)OCC(=O)Nc2sc3c(c2C#N)CCC(C)C3)c2ccccc2n1 (centres undefined)	0.8	1	1591	-20	-8	5	0.9	-2	-56	·	18
10	CCCC(=O)OCC(=O)Nc1ccccc1C#N	0.9	0.9	1414	-12	-8	-9	1	-5	4	-0.37	11
11	COc1cc(/C=C2\CC/C(=C\c3cc(OC)c(OC)c(OC)c3)C2=O)cc(OC)c1OC	0.8	0.9	1463	-19	-6	-11	1	4	2	-0.032	18
12	Cc1cc(=O)cc(C)n1-c1ccc(F)cc1F	0.9	1	1584	4	2	2	1	-2	0	2.8	11
13	Cc1ccc(/C=N/n2c(-c3ccco3)n[nH]c2=S)s1	0.7	0.9	1742	-9	4	-2	0.9	0	16	0.29	32
14	Cc1cc(C)n(Cc2ccc(Cl)cc2Cl)c(=O)c1S(=O)(=O)c1ccccc1	0.8	0.9	1343	·	-3	-2	0.9	5	33	·	18
15	CCN(CC)c1ccc(SS(=O)(=O)O)cc1	1&1	1&1.1	1596&1572	·	0&-1	-3&6	1&1	-1&6	0&14	·	-4&1
16	Cc1cccc(COc2ncnc3nc[nH]c23)c1	0.9	1	1739	1	5	0	1.1	-4	-1	0.037	11
17	N#Cc1cn(CCOc2ccccc2F)c2ccccc12	0.9	0.9	1434	2	2	4	0.9	12	-2	·	14
18	CCC(C)(C)NC(=O)C(c1cccnc1)N(C(=O)c1csnn1)c1ccccc1 (centres undefined)	1.1	0.9	1672	-14	4	6	1	1	16	1.4	-6
19	O=C(NC(=S)Nc1ccc(N2CCOCC2)c(Cl)c1)c1cncc(Br)c1	0.9	1	1513	8	-11	0	1	-2	-2	0.66	13
20	O=C(CSCc1cnn(-c2ccccc2)c1-n1cccc1)NCCN1CCOCC1	0.9	1	1535	·	8	0	1	9	7	0.63	15
21	Cc1ccc(NC(=O)c2cc(Cl)nc3ccccc23)cc1	1	0.9	1475	·	9	12	1	11	3	·	4
22	Cc1cc(OCC(=O)O/N=C(\N)c2ccccc2)cc(C)c1Cl	0.8	0.9	1521	·	6	3	0.8	6	1	·	17
23	CCN(CC)CCCNC(=O)c1c(O)c2c([nH]c1=O)CCCC2	0.9	0.9	1568	-2	5	0	1	-1	3	-0.00058	12
24	CCC1CCCCN1CC(=O)Nc1cc(OC)c(OC)cc1C#N (centres undefined)	1	0.9	1342	-9	0	8	0.9	-5	7	-0.21	4

Full records, looked up by structure.
Listed for Cc1ccc(/C=N/n2c(-c3ccco3)n[nH]c2=S)s1 → Diaph act CS: 0.7; PMI act satM6P: 0.9; TR-FRET SRC-2 ct: 1742; S1P3 antag: -9; PPARg SRC-2 ag: 4; PPARg SRC1 recr: -2; PMI activator: 0.9; PPARg SRC3 recr: 0; G6PDH CS: 16; ROMK mod: 0.29; Diaphorase inh: 32
Listed for N#Cc1cn(CCOc2ccccc2F)c2ccccc12 → Diaph act CS: 0.9; PMI act satM6P: 0.9; TR-FRET SRC-2 ct: 1434; S1P3 antag: 2; PPARg SRC-2 ag: 2; PPARg SRC1 recr: 4; PMI activator: 0.9; PPARg SRC3 recr: 12; G6PDH CS: -2; ROMK mod: ·; Diaphorase inh: 14

Carrying on:
No.	SMILES	Diaph act CS	PMI act satM6P	TR-FRET SRC-2 ct	S1P3 antag	PPARg SRC-2 ag	PPARg SRC1 recr	PMI activator	PPARg SRC3 recr	G6PDH CS	ROMK mod	Diaphorase inh
25	c1ccc(-c2cn3c4c(sc3n2)CCCC4)cc1	0.8	0.9	1724	4	2	8	0.9	-1	-20	·	18
26	CCc1ccc2c(CN3CCc4ccccc43)cc(=O)oc2c1	0.7	1.3	1657	·	9	2	1.3	2	-3	·	29
27	CC(C)C(=O)N1CCC(c2nc(-c3ccc(S(=O)(=O)N4CCN(C)CC4)cc3)no2)CC1	0.9	1	1544	0	2	0	1	2	20	0.044	9
28	COc1cccc(C2C(C(C)=O)=C(O)C(=O)N2CCNCCO)c1 (centres undefined)	·	·	1464	-6	3	3	·	-2	8	-1.2	·
29	O=C(NNC(=O)C1CCCN(S(=O)(=O)c2cccc(F)c2)C1)C1CC1 (centres undefined)	1	1	1782	-18	-8	2	0.9	3	11	0.49	4
30	COc1cccc(C(=O)N/N=c2\sc3ccccc3n2C)c1	0.9	1	1619	11	11	5	0.9	6	8	0.094	10
31	Cc1nnc(Nc2ccc3c(c2)OCO3)c2ccccc12	0.9	1	1474	-33	5	1	1.1	2	6	-0.8	8
32	CCOC(=O)c1nn(-c2ccc(F)cc2)cc1O	1.1	1.1	1564	-10	1	0	1.2	0	7	-0.36	-8
33	COC(=O)c1ccccc1NC(=O)CN1C(=O)CSC1=O	0.9	0.9	1451	5	11	11	1	0	-3	0.83	13
34	Cc1nc(S/C(=C/c2ccc(-c3cccc(Cl)c3)o2)C(=O)O)n[nH]1	1	1.1	1572	·	-2	9	1.1	-2	8	·	-1
35	CCOC(=O)/C=C/C(=O)OCC(=O)Nc1ccc(Cl)cc1Cl	0.9	1	1550	-1	11	8	0.9	17	-2	1.9	5
36	CC(c1ccon1)N(C)Cc1cn[nH]c1-c1ccc(-c2ccccc2)cc1 (centres undefined)	0.7	0.8	1482	2	1	3	0.8	0	15	·	31
37	O=C(O)c1ccc(S(=O)(=O)NC2CCCCC2)cc1	0.8	0.9	1682	-52	8	5	1	10	-5	0.47	16
38	COc1cc(-c2nnc3sc(C4CCCCC4)nn23)cc(OC)c1OC	0.8	0.9	1722	20	9	10	1	13	-37	-1.5	21
39	COc1cccc2cc(C(C)=O)oc12	0.9	1	1595	0	-6	-2	1	1	0	-0.044	11
40	CNCc1cc2ccc(C)cc2[nH]c1=O	0.9	0.8	1622	9	-1	6	0.7	2	-1	0.54	6
41	c1cc(C(c2nnnn2C2CCCCC2)N2CCN3CCCC3C2)ccn1 (centres undefined)	1	1.1	1525	-16	-7	2	1.1	6	3	·	2
42	CCCCn1c(SCC(=O)c2cc(OC)ccc2OC)nc2cc(S(N)(=O)=O)ccc21	0.6	0.6	1824	·	3	6	1	0	13	·	38
43	Cc1ccc(-c2nc(NCc3ccco3)n(S(C)(=O)=O)n2)cc1	0.9	1.2	1547	-15	0	4	1.2	-1	0	-0.44	10
44	COc1ccc(C(=O)C2CCCN(C(=O)c3n[nH]c4c3CCCC4)C2)cc1OC (centres undefined)	0.9	1.2	1395	-23	-7	2	1	-1	8	0.095	7
45	CC1CCCCC12NC(=O)N(CC(=O)Nc1ccc(S(=O)(=O)N3CCOCC3)cc1)C2=O (centres undefined)	1	1.1	1611	·	5	-2	1	2	4	-0.1	5
46	COc1ccc(NC(=O)c2ccc3c(c2)C(=O)N(Cc2cccnc2)C3=O)c(OC)c1	0.9	1	1541	-3	4	7	1	0	7	·	13
47	COc1cc(=O)n(C)c2c(O)cccc12	1	0.5	1655	-21	9	18	1	3	34	·	1
48	COc1ccc(Cl)cc1C(=O)CSc1nnnn1C1CCCCC1	0.8	0.9	1511	·	-2	-2	0.8	-6	-31	·	22
49	c1ccc(-c2ccn3nnnc3n2)cc1	1	1.2	1452	·	-5	3	1.2	-9	9	0.00053	2
50	N#CC12CCCCC1CC1CCCCC1(C#N)N2Cc1cccnc1 (centres undefined)	0.7	1	1623	·	3	2	0.9	7	8	-0.85	26
51	CCOc1ccc(-c2nnc(-c3snc(-c4ccc(F)cc4)c3N=CN(C)C)o2)cc1	1	1	1421	-22	-2	3	1	-2	5	·	-3
